APEX1 inh: APE1 (human) endonuclease inhibition; 0.35% of 350,000 active; recombinant APE1, TAMRA/BHQ-2 abasic DNA cleavage fluorescence; P27695; Potency, µM (titrated, usually from 65.8 µM), without a hit: top-dose activity change, negative = inhibition, actives largely listed as inhibitors;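 note: potency is the fitted concentration of half-maximal effect; plate controls were vehicle for no effect and reference inhibitor for full effect; nearly all actives have a fitted effect of over 55% in size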
Target sequence (P27695 whole entry, looked up): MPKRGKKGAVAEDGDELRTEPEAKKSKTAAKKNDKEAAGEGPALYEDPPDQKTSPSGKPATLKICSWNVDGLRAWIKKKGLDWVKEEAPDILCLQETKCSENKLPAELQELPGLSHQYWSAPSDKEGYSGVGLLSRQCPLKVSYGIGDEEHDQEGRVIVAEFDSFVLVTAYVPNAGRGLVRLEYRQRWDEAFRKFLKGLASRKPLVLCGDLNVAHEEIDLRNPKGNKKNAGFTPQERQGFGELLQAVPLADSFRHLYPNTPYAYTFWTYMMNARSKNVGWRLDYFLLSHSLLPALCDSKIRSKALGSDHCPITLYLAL
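Activity was derived from the fluorescence gain between first and third kinetic reads (60 s intervals, ex 525/em 598 nm) after 50 nM THF-abasic TAMRA/BHQ-2 duplex was added to 0.75 nM APE1 preincubated 15 min with compound.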
Pol beta inh: blocks human DNA polymerase beta activity | Potency, µM (top dose mostly 114 µM), inactives show at the highest dose activity change, negative = inhibition, most hits filed as inhibitors | 1.3% of 340,000 active | AID 485314 | Pol beta primer extension/strand displacement, fluorescence kinetic; note: potency is the fitted concentration of half-maximal effect; % is set by controls: 0 for no effect and ±100 for the full control effect
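10 nM enzyme + cpd, 15 min RT; start with substrate 50 nM final; read 0 min and after 10 min RT. Corrected, normalized data; 4-parameter Hill curve fit.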
Anesthetic bind: candidate novel general anesthetic via apoferritin binding. apoferritin/1-aminoanthracene competitive binding, fluorescence. Potency, µM (doses to about 77.5 µM), inactives show at the top dose activity change, negative = displacement, usual class: inhibitors. 0.074% of 350,000 active; note: potency is the fitted concentration of half-maximal effect; % is set by controls: 0 for no effect and ±100 for the full control effect; nearly all actives have a fitted effect of over 20% in size
Target sequence (P02791 2-175 limits assumed): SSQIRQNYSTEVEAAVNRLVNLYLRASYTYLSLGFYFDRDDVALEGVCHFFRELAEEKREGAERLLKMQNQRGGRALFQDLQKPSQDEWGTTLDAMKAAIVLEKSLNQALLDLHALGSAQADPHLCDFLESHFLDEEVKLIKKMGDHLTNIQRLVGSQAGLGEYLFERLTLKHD
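Horse-spleen apoferritin (10 uM) was mixed with 50% saturated 1-aminoanthracene in PBS, exposed to compounds for 10 min at room temperature, and read for fluorescence (ex 380 nm, em 535 nm). Competitive displacement was fitted with a four-parameter Hill equation.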
RXFP1 antagonist: antagonists of human relaxin receptor RXFP1 | 0.59% of 350,000 active | Q9HBX9 | activity change, negative = inhibition, % at 57.5 µM | HEK293-RXFP1, relaxin-stimulated cAMP HTRF, 30 min; hits give low values;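 active = activity change of -60% or lower, but not beyond a set lower limit; inconclusive = change between -60% and -40%, or beyond the set limit; inactive = change above -40%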; note: % is set by controls: 0 for no effect and ±100 for the full control effect
POLH inh: blocks human DNA polymerase eta activity | Q9Y253 | Potency, µM (doses to about 114 µM), for the others: at the highest dose activity change, negative = inhibition, actives largely listed as inhibitors | 1.2% of 390,000 active | recombinant Pol eta, fluorescent DNA replication assay; note: potency is the fitted concentration of half-maximal effect; % is set by controls: 0 for no effect and ±100 for the full control effect
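Fluorescent replication assay: 50 nM final substrate added after a 15 min room-temperature compound preincubation with 10 nM enzyme. Signal taken at 0 min and again at 10 min.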
POLK inh: blocks human DNA polymerase kappa activity; AID 588579; purified Pol kappa, fluorescent DNA synthesis assay, 10 min; 0.53% of 400,000 active; Potency, µM (highest dose often 107 µM), inactives show at the highest dose activity, negative = inhibition, actives largely listed as inhibitors; note: potency is the fitted concentration of half-maximal effect; % is set by controls: 0 for no effect and ±100 for the full control effect
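Activity was followed as the change in fluorescence between reads at 0 and 10 min after starting the reaction with 50 nM substrate. Beforehand, 10 nM polymerase had been preincubated with compound for 15 min at room temperature.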
Tb PGK inh: blocks T. brucei phosphoglycerate kinase | P07378 | 0.043% of 380,000 active | Potency, µM (highest dose often 57.5 µM), for inactives: top-dose activity change, negative = inhibition, actives largely listed as inhibitors | PGK/GAPDH coupled, Kinase-Glo luminescence, 60 min; note: potency is the fitted concentration of half-maximal effect; % is set by controls: 0 for no effect and ±100 for the full control effect; nearly all actives have a fitted effect of over 60% in size
Target sequence (P07378 whole entry, looked up): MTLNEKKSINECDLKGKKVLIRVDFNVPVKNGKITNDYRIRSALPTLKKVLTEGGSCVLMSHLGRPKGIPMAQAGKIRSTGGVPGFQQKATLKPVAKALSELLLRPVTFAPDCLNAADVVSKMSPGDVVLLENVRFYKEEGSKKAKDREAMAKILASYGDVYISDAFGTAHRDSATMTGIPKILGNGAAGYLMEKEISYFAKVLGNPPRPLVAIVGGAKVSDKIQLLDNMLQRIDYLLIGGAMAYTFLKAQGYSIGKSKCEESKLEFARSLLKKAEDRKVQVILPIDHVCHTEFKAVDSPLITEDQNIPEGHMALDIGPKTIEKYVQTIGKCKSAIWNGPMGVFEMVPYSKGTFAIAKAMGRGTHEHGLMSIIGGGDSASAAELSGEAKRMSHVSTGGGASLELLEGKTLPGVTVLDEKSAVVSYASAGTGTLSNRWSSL
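Luminescent ATP detection (Kinase-Glo Plus) follows a 60-minute room-temperature incubation, with wells lacking PGK as controls. Buffer: 100 mM TEA (pH 7.6), 5 mM MgCl2, 0.01% Tween-20. Coupling enzyme GAPDH (100 nM final) supplies unstable 1,3-BPG in-well.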
BLM helicase inh: Bloom syndrome helicase (human) inhibition; recombinant BLM DNA unwinding, fluorescence dequenching; AID 2528; Potency, µM (series often up to 56.1 µM), without a hit: at the highest dose activity change, negative = inhibition, usual class: inhibitors; 0.2% of 350,000 active;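 note: potency is the fitted concentration of half-maximal effect; plate controls were vehicle for no effect and no enzyme for full effect; nearly all actives have a fitted effect of over 35% in size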
POLI inh: inhibitors of human DNA polymerase iota; Q9UNA4; Pol iota fluorescent replication assay, 10 min; Potency, µM (top dose mostly 115 µM), inactives show at the highest dose activity, negative = inhibition, hits mostly inhibitors; 1% of 390,000 active; AID 588590; note: potency is the fitted concentration of half-maximal effect
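Pol iota at 10 nM preincubated 15 min with compounds at room temperature; reaction started with fluorescent substrate, 50 nM final. Fluorescence read kinetically at 0 and 10 min; buffer-only wells as negative control.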
* marks the source's active call; other numbers are inactive results; i = inactive; ? = inconclusive; . = no result given; & = joins results of further samples; [ ] = remark or other dose. Unless noted, calls come from the whole dose curve; as a rule, active = well fitted curve in the direction sought with a large enough effect; inconclusive = small, poorly fitted or top-dose-only effect, or another doubt; inactive = no such curve, though single readings can be large; an effect the other way counts as inactive or inconclusive. The list is partial; count on the stated rates, not on these rows.

Values run as follows: APEX1 inh | Pol beta inh | Anesthetic bind | RXFP1 antagonist | POLH inh | POLK inh | Tb PGK inh | BLM helicase inh | POLI inh
> CCN(CC)P(=O)(Nc1cccc(C(F)(F)F)c1)c1ccc(N(C)C)cc1NC(=O)c1ccco1 (stereo not drawn)
→ 9% | -14% | -23% | 0 | -27% | -7% | -2% | -17% | -13%
> O=C(CCc1ccc(S(=O)(=O)NCc2ccccc2)cc1)NCC1CCCO1 (stereo not drawn)
→ 6% | -15% | -1% | -3 | -8% | -10% | 0% | 0% | 7%
> Clc1ccc2nc(CN3CCCCCC3)cn2c1
→ 23% | 11% | -5% | -3 | 1% | -19% | 1% | -3% | -1%
> O=C(Cn1c(C(=O)NCCCN2CCOCC2)cc2sccc21)c1ccccc1
→ 2% | 19% | -15% | -25 | -5% | -3% | i | -4% | -6%
> CCc1ccccc1NC(=O)CCCN1C(=O)C2CC=CCC2C1=O (stereo not drawn)
→ 3% | 1% | -10% | -13 | -11% | -17% | 11% | -1% | 2%
> O=C(NCCCc1ccccc1)c1cccc(NC(=O)C2CCC2)c1
→ . | . | . | . | -5% | -1% | 11% | . | 26%
> CN1CCN(CCCNC(=O)c2ccc3c(c2)N(Cc2ccccc2)CCS3)CC1
→ 9% | 27% | 233%[activator] | . | -22% | 5% | -2% | 1% | 46%[activator]
> Cn1c(=O)n(C)c2cc(NS(=O)(=O)c3ccc(Cl)s3)ccc21
→ -1% | 21% | -9% | 15 | -15% | -5% | -6% | -1% | -24%
> O=C(Nc1ccc(F)c(Cl)c1)C1CCCN(c2ncnc3onc(-c4ccc(F)cc4)c23)C1 (stereo not drawn)
→ . | -22% | -23% | -31 | -21% | -11% | -6% | -8% | -19%
> COc1ccc(-c2cn(-c3ccc(C)cc3)c(S(=O)(=O)CC(=O)Nc3ccc(F)cc3)n2)cc1
→ . | 22% | -19% | . | -17% | -11% | -3% | -12% | -5%
> Cn1ccnc1C(OC(=O)c1ccccc1)C(F)(F)F (stereo not drawn)
→ -4% | 46% | 5% | 10 | -5% | 6% | 1% | -1% | 19%
> O=C(NCc1ccc(Cl)cc1)C(=O)NCC(c1cccnc1)N1CCN(c2ccccc2)CC1 (stereo not drawn)
→ . | -14% | 6% | -3 | -13% | -10% | -4% | -2% | 2%
> CCOc1cc(C(=S)N2CCCC2)ccc1OCC(=O)Nc1c(C)cc(C)cc1C
→ -7% | 15% | -10% | 1 | -8% | 11% | -1% | -3% | -5%
> CCCn1c(=C(C#N)C#N)s/c(=C2\C=Cc3ccccc3N2CC)c1=O
→ -1% | 25% | -12% | -4 | -14% | -6% | 1% | -1% | 1%
> Fc1ccc(NC(=S)N2CCc3[nH]c4ccccc4c3C2)cc1
→ -4% | ? | 3% | -8 | -8% | -13% | -8% | -8% | 18%

Rewritten with bars between the fields: entries from further up.
structure | APEX1 inh | Pol beta inh | Anesthetic bind | RXFP1 antagonist | POLH inh | POLK inh | Tb PGK inh | BLM helicase inh | POLI inh
Cn1ccnc1C(OC(=O)c1ccccc1)C(F)(F)F (stereo not drawn) | -4% | 46% | 5% | 10 | -5% | 6% | 1% | -1% | 19%
O=C(NCc1ccc(Cl)cc1)C(=O)NCC(c1cccnc1)N1CCN(c2ccccc2)CC1 (stereo not drawn) | . | -14% | 6% | -3 | -13% | -10% | -4% | -2% | 2%

(listing goes on)
Values run as follows: APEX1 inh | Pol beta inh | Anesthetic bind | RXFP1 antagonist | POLH inh | POLK inh | Tb PGK inh | BLM helicase inh | POLI inh
> CCc1ccc(NC(=O)C2CCCN(S(=O)(=O)c3ccc4[nH]c(=O)ccc4c3)C2)cc1 (stereo not drawn)
→ -10% | 6%&29% | 5%&-12% | 3&6 | -2%&-2% | -13%&-2% | -6%&9% | 1%&0% | 39%&22%[activator]
> CCOC(=O)C1(Cc2cccc(Cl)c2)CCCN(C(=O)c2ccnn2C)C1 (stereo not drawn)
→ 1% | -5% | -5% | -6 | -13% | -15% | -6% | -5% | 24%
> C[C@]12CCC3c4ccc(OC(=O)c5ccccc5)cc4CCC3C1CCC2=O (stereo partly drawn)
→ 0% | . | -18% | . | . | -2%[60.1 µM] | . | -5% | .
> Cc1cccc(NC(=O)NCCc2c[nH]c3ccccc23)c1
→ -6% | -10% | ? | 1 | -16% | -19% | -1% | -8% | -6%
> CCC12CN3CC(C)(CN(C1)C3c1c[nH]c3ccc(OC)cc13)C2=O (stereo not drawn)
→ . | 4% | -3% | 1 | -20% | -17% | 1% | -2% | 17%
> CC(=O)N1C(=O)C(=C2C=C(C)OC(C)=C2)c2ccccc21
→ 5% | 6% | -7% | 9 | 0% | -11% | 0% | 0% | 2%
> CCN1CCC2(CC1)C(C#N)=C(N)Oc1c2sc2nc(C)cc(C)c12
→ -9% | -2% | -16% | -4 | ? | -10% | i | 46%[activator] | 24%
> CCCc1[nH]nc2c1C(/C(C)=C/c1ccccc1)C(C#N)=C(N)O2 (stereo not drawn)
→ -3% | -8% | ? | -1 | -14% | -8% | -6% | -6% | 46%[activator]
> CC(C)n1nccc1NS(=O)(=O)c1ccccc1
→ 11% | . | . | -4 | -5% | -4% | 0% | . | -12%
> COc1ccc(CNC(=O)Cn2c(=O)nc(-c3ccccc3)c3ccccc32)cc1OC
→ . | 1% | 34%[activator] | -4 | -13% | -8%[60.1 µM] | 0% | 0% | 16%
> Cc1cc2c(cc1S(=O)(=O)Nc1c(C)cccc1C)n(C)c(=O)c(=O)n2C
→ 63%[activator] | ? | ? | . | -4% | 4% | -9% | 0% | 41%[activator]
> COCCN1C(=O)c2oc3ccccc3c(=O)c2C1c1cccc(O)c1 (stereo not drawn)
→ 5% | 24% | -8% | -21 | -23% | -8% | 10% | 3% | 0%
> COc1ccc(NC(=S)Nc2ccccc2F)c(OC)c1
→ 3% | 16% | -8% | 13 | -8% | 4% | -8% | -3% | 8%
> CC1(C)CC2CC(C)(CN2/C=C2/CCCCC2=O)C1 (stereo not drawn)
→ 2% | 0% | -16% | -21 | -2% | -6% | 10% | -1% | 39%[activator]
> CCCCn1c(SCC(N)=O)nc2ccc(N3CCOCC3)cc2c1=O
→ 1% | 74% | 39%[activator] | 3 | -10% | -19% | -7% | -2% | -6%
> CC(C)CCn1c(S(=O)(=O)O)nc2ccccc21
→ 0% | 5% | -5% | -8 | -5% | -4% | 12% | 0% | -1%
> COc1c(S(=O)(=O)N2CCN(c3ccc(F)cc3)CC2)ccc(Cl)c1Cl
→ -1% | -1% | 51%[activator] | -4 | -3% | -8% | -2% | -13% | -11%
> COc1ccc(CCn2c(C(C)C)nc3c(c(=O)c4ccccc4n3C)c2=O)cc1
→ 4% | 1% | -10% | -9 | -8% | 6%[60.1 µM] | i | 5% | 45%[activator]
> CC(C)(C)NC(=O)C(OC(=O)c1ccco1)c1ccc(Cl)cc1 (stereo not drawn)
→ -1% | 22% | 4% | -1 | -21% | -3% | i | -4% | 22%
> NC(=O)C1CCN(CC(=O)Nc2ccc3c(c2)OCCO3)CC1
→ 40% | . | . | 3 | ? | ? | -12% | . | ?
> CCOc1cc(CNCCO)c(Cl)cc1OCC(=O)NCCc1ccccc1
→ 13% | 50% | -8% | 10 | 1% | -1% | -2% | 3% | 21%
> CC(C)(C)c1cc(CCC(=O)NNC(=O)c2ccco2)cc(C(C)(C)C)c1O
→ -7% | 7% | -11% | 20 | -16% | -10% | -1% | -1% | 2%
> COc1ccc(S(=O)(=O)c2c(Nc3c(C)cccc3C)sc(C(=O)c3ccc4c(c3)OCO4)c2N)cc1
→ . | 27% | 152%[activator] | -5 | -12% | -10%[60.1 µM] | 8% | -10% | -2%
> S=c1[nH]nc(NCCc2ccccc2)s1
→ 6% | 3% | -15% | -9 | -22% | -7% | -6% | -2% | 30%
> O=c1c(Cc2c(F)cccc2Cl)c(O)ccn1CCc1ccccn1
→ 17% | 37% | -3% | 17 | -6% | -18% | 5% | -2% | 27%
> CCCNC(=O)Nc1ccc(C(F)(F)F)cc1
→ 3% | 4% | -6% | -18 | -11% | -4%[60.1 µM] | i | -5% | 22%
> Cc1ccc(CN2C(=NC(=O)CCC(=O)O)SC3CS(=O)(=O)CC32)cc1 (stereo not drawn)
→ 14% | 35% | 7% | -5 | -13% | -13% | -4% | -2% | 29%
> O=C(CCN1C(=O)C2C3C=CC(C3)C2C1=O)Nc1ccc2ncccc2c1 (stereo not drawn)
→ -4% | 15% | -10% | 14 | -1% | 1% | 1% | -2% | 10%
> COc1cc2c(C(=O)O)c(C)n(C)c2c2ccccc12
→ 0% | 28% | 7% | -23 | -14% | 5% | -7% | -3% | 3%
> COC(=O)Cc1n[nH]c(=O)c2ccccc12
→ -2% | 1% | 0% | -10 | -4% | -4% | 8%[11.5 µM] | 0% | 14%
> COc1ccc(C(O)C(CC(=O)NCCCOC(C)C)C(=O)NCCCOC(C)C)cc1OC (stereo not drawn)
→ 17% | 50% | 4% | 15 | -19% | -2% | i | 1% | 15%
> O=C(NCCN1CCOCC1)c1ccc2c(c1)N(Cc1c(F)cccc1Cl)C(=O)c1ccccc1S2
→ -1% | 7% | -18% | -9 | -18% | -5% | -10% | -3% | ?
> COC(=O)c1ccc2c(=O)[nH]c(CSc3nnc(C(F)(F)F)n3C)nc2c1
→ 6% | ? | -11% | 21 | -8% | -7% | 10% | 0% | -9%
> CSCC(=O)N1CCC(n2nccc2NC(=O)CCc2ccccc2)CC1
→ 21% | 23% | -4% | 2 | 8% | 3% | 2% | 3% | 11%
> Cc1cc([N+](=O)[O-])ccc1NCc1ccc2ccccc2c1
→ 8% | 1% | ? | -10 | -9% | -8% | . | -8% | 3%
> CCCCN(C(=O)c1[nH]c(C)c(C(=O)OCC)c1C)c1c(N)n(CCCC)c(=O)[nH]c1=O
→ 3% | . | . | -11 | -15% | -11% | -2% | . | -13%
> CCCCn1cnc(C(=O)OCC)c1N
→ 1% | -1% | 2% | -16 | -10% | 2% | i | 0% | 35%[activator]
> Cc1cc(Nc2ccc(C(C)C)cc2)n2ncnc2n1
→ 15% | 0% | -5% | . | -13% | -2% | -6% | 0% | 25%
> COc1ccc(OC)c(NC(=O)CCCc2nnc3n(C(C)C)c(=O)c4sccc4n23)c1
→ . | 2% | -10% | -2 | -23% | 3% | -4% | 2% | 27%

Compound activity from PubChem.
